# PI5P4Ka inh: inhibitors of human PI5P4K alpha; max response, %; 330,000 compounds, 1.2% hits; PI5P4Kalpha enzyme, ADP-Glo luminescence, 60 min; hits give low values; P48426; active = max response of -50% or lower; inconclusive = between -30% and -50%; inactive = -30% or higher; note: value at the top dose of about 77 µM; % is set by controls: 0 for no effect and ±100 for the full control effect
# Target sequence (P48426 whole entry, looked up): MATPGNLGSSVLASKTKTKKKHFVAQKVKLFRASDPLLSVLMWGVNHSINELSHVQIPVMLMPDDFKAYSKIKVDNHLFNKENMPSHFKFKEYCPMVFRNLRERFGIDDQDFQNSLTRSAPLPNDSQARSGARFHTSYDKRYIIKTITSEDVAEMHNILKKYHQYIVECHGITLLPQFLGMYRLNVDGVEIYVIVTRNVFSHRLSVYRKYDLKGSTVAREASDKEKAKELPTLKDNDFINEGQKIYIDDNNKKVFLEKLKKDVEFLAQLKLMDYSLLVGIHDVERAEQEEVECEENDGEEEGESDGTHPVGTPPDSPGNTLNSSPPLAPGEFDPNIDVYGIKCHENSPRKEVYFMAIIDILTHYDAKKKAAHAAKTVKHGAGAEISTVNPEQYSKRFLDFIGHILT
#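 Luminescence from ADP-Glo served as readout of PI5P4Kalpha activity in a qHTS format. Reaction: enzyme, substrate, compound, ATP at 5 microM final, 60 min at RT.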
# CCT modulator: cytosolic chaperonin activity modulation; purified chaperonin ATPase assay, HTRF ADP detection, 30 min; activity change, % (no concentration beside the values), hits read low; 360,000 compounds, 0.3% hits; in the data active = activity change below about -30%; note: % is set by controls: 0 for no effect and ±100 for the full control effect
#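 Enzyme 40 or 20 nM (batch-dependent) in Tris pH 7.4/KCl/MgCl2/DTT; cpd 76 uM single point; ATP 10 uM; 30 min 37 °C; Transcreener ADP HTRF detection, 30 min RT; ratio 665/615.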
# WRN inhibitor: inhibitors of human WRN helicase. Q14191. WRN helicase unwinding, fluorescent forked duplex, kinetic. Potency, µM (series often up to 114 µM), for inactives: at the top dose activity change, negative = inhibition, most hits filed as inhibitors. 360,000 compounds, 0.46% hits. AID 651768; note: potency is the fitted concentration of half-maximal effect; % is set by controls: 0 for no effect and ±100 for the full control effect; nearly all actives have a fitted effect of over 55% in size
#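 Kinetic fluorescence helicase assay: unwinding of a quenched forked DNA duplex (100 nM final) with 2 mM ATP final raises red fluorescence (525/598 nm). Compounds sat 15 min at room temperature with 20 nM WRN beforehand.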
# PLK1 PBD block: blocks phosphopeptide binding to human PLK1 polo-box domain; P53350; Plk1 PBD binding of FITC phosphopeptide, fluorescence polarization; Potency, µM, for inactives: max response, negative = inhibition, actives largely listed as inhibitors; 360,000 compounds, 2.8% hits; AID 720504; note: potency is the fitted concentration of half-maximal effect; series mostly up to about 57 µM; % is set by controls: 0 for no effect and ±100 for the full control effect; nearly all actives have a fitted effect of over 65% in size
# Target sequence (P53350 whole entry, looked up, the tested form may be a part): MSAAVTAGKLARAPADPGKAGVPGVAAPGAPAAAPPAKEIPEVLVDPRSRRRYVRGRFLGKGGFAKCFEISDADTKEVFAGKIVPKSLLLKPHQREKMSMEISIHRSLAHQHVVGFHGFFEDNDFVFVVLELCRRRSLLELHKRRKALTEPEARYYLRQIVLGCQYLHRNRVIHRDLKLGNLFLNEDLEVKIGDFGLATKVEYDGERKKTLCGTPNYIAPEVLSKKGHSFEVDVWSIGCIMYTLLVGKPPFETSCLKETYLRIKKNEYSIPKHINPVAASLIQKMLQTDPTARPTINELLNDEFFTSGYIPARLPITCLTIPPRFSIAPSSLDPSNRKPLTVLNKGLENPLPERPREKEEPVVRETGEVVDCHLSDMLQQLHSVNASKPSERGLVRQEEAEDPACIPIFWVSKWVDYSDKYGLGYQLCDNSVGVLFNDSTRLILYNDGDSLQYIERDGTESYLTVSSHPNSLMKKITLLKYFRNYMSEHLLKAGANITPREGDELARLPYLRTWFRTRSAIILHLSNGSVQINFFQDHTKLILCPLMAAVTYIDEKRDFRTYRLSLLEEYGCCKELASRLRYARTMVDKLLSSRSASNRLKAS
# Mm-Cpn inhibitor: blocks the Methanococcus maripaludis chaperonin Mm-Cpn. purified Mm-Cpn ATPase, ADP Transcreener TR-FRET. AID 504842. 330,000 compounds, 0.031% hits. Potency, µM (highest dose often 76.9 µM), inactives show top-dose activity, negative = inhibition, hits mostly inhibitors; note: potency is the fitted concentration of half-maximal effect; % is set by controls: 0 for no effect and ±100 for the full control effect; nearly all actives have a fitted effect of over 80% in size
#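 Compound-treated chaperonin, 25 nM final, turns over 10 uM ATP at 37°C for 30 min following a 10 min preincubation; ADP generated competes with ADP-d2 for Eu-cryptate antibody, lowering FRET.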
# EPAC1 ag: activates human EPAC1 exchange factor; EPAC1 agonist qHTS, biochemical assay; response scale: 100% = response to 6.5 mM cAMP; Potency, µM (titrated, usually from 154 µM), for inactives: at the highest dose activation, usual class: activators; 360,000 compounds, 0.073% hits; AID 720707; note: potency is the fitted concentration of half-maximal effect; nearly all actives have a fitted effect of over 60% in size
#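 EPAC1 100 nM, Rap1B–BODIPY-GDP 250 nM, unlabeled GDP 50 uM; compound titration; 5 min RT; kinetic read ex480/em540 at 5-min intervals ×30 min; data normalized to 6.5 mM cAMP agonist control.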
# EPAC1 antag: EPAC1 (human) antagonism; Potency, µM (highest dose often 115 µM), inactives show top-dose activity change, negative = inhibition, hits mostly inhibitors; AID 720709; 360,000 compounds, 0.14% hits; O95398; EPAC1 GEF assay, Rap1b-BODIPY-GDP exchange fluorescence;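 note: potency is the fitted concentration of half-maximal effect; plate controls were vehicle for no effect and positive control for full effect; nearly all actives have a fitted effect of over 50% in size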
# EPAC2 antag: EPAC2 (human) antagonism; Q8WZA2; EPAC2 GEF exchange of Rap1B-BODIPY-GDP, fluorescence; Potency, µM (series often up to 114 µM), for inactives: at the highest dose activity, negative = inhibition, most hits filed as inhibitors; 360,000 compounds, 0.18% hits; AID 720708; note: potency is the fitted concentration of half-maximal effect; % is set by controls: 0 for no effect and ±100 for the full control effect; nearly all actives have a fitted effect of over 45% in size; many of its hits are not listed in these tables
# An asterisk follows results filed as active; ? = inconclusive; nt = no result given; [ ] = dose if it differs, or a comment. Unless noted, calls come from the whole dose curve; as a rule, active = well fitted curve in the direction sought with a large enough effect; inconclusive = small, poorly fitted or top-dose-only effect, or another doubt; inactive = no such curve, though single readings can be large; an effect the other way counts as inactive or inconclusive. These rows are one share of the data. The share of hits here may be higher or lower than overall.
SMILES,PI5P4Ka inh,CCT modulator,WRN inhibitor,PLK1 PBD block,Mm-Cpn inhibitor,EPAC1 ag,EPAC1 antag,EPAC2 antag
OCCNCCCCCOc1ccc(F)cc1,nt,3.5,0%[57.1 µM],3%,?,-3%,8%,6%
Cc1cc[n+](-c2[nH]c(=O)sc2/C=N/N=C(\[O-])c2ccccc2)cc1,?,-2.2,?,-18%,-4%,4%,?,4%
C[C@@H]1CN([C@@H](C)CO)C(=O)CCCn2nncc2CO[C@@H]1CN(C)C(=O)c1ccncc1,2,-3.3,0%,-13%,nt,-7%,2%,13%
O=C(CN1CCCCCC1)Nc1ccc(Cl)cn1,-9,1.6,13%,3%,2%,-3%,7%,5%
Cn1c(=O)c2nc(-c3ccc(Cl)cc3Cl)oc2c2ccccc21,5,-2.8,1%,-2%,0%,-9%,1%,5%
O=[N+]([O-])c1ccc(Cc2ccccn2)cc1,0,-1.2,2%,1%,1%,-2%,13%,7%
CCOC(=O)c1sc(NC(=O)CCCn2nc([N+](=O)[O-])c(Cl)c2C)c(C(=O)OCC)c1C,9,-3.5,-1%,-20%,0%,2%,-24%,-26%
Cc1ccc(OCC(=O)Nc2ccc(C)c(F)c2)c([N+](=O)[O-])n1,-2,-0.5,-16%,-7%,-2%,5%,-4%,8%
CC(C)OC(=O)CSc1nnc2n1C(C)(C)Cc1ccccc1-2,nt,-3.6,4%,-10%,-9%,5%,3%,-2%
Cc1cc(S(=O)(=O)NC2CC(C)(C)NC(C)(C)C2)c(Cl)cc1Cl,1,-0.1,12%,-6%,0%,6%,-4%,0%
COc1cc(C(=O)N(CCc2ccccc2)C2=CC3CCC(C2)N3C)cc(OC)c1OC (configuration not stated),3,-1.2,13%,-22%,2%,-10%,-1%,16%
Oc1ccc(/C=N/Nc2ccnc3cc(Cl)ccc23)c(O)c1,-17,-1.0,?,-8%,0%,3%,0%,-11%
O=C(O)c1ccc(Cl)c(S(=O)(=O)Nc2ccccc2Cc2ccccc2)c1,-3,-1.8,1%,-2%,1%,0%,2%,3%
CC(NC(=O)c1ccc(CS(C)(=O)=O)cc1)c1cccc2ccccc12 (configuration not stated),-11,-1.2,-1%,2%,-2%,-2%,-5%,2%
CCOc1cc(C(=O)NCc2ccc3c(c2)OCO3)cc(OCC)c1OCC,2,-1.7,-4%,-13%,-5%,-15%,-20%,-7%
O=C(CN1CCCCC1)Nc1cccc([N+](=O)[O-])c1,6,0.7,-7%,-9%,2%,-3%,-25%,-6%
Cc1ccc(OCCCCN(C)Cc2ccccc2)c(Br)c1,13,-1.1,-33%,-6%,2%,-5%,-11%,-11%
O=c1[nH]c2cccnc2n1-c1cccc([N+](=O)[O-])c1,3,-1.2,0%,-1%,1%,3%,-13%,-3%
CCOC(=O)Cc1c(C)c2ccc(N(CC)CC)cc2oc1=O,13,-1.2,8%,-9%,-4%,-1%,6%,3%
COc1cccc(CN(C)C(=O)C2CCN(S(=O)(=O)c3cccs3)CC2)c1OC,0,-5.3,-12%,1%,0%,1%,5%,1%
Cc1ccc(NC(=O)/C=C/c2ccco2)cc1S(=O)(=O)N1CCCCCC1,-27,-0.5,-13%,-7%,nt,12%,-29%,-13%
CCCCNC(=O)C1CCCN(S(=O)(=O)CC)C1 (configuration not stated),-1,-2.1,-2%,-10%,0%,-11%,-10%,6%
COc1ccccc1NS(=O)(=O)c1cc(-c2cc(C)no2)ccc1OC,2,-3.3,1%[57.1 µM],-4%,2%,-7%,8%,-8%
Cc1ccc(NC(=O)CN2C(=O)NC(C)(CC(C)C)C2=O)cc1F (configuration not stated),7,-2.9,4%,-8%,1%,0%,21%,-16%
O=C(O)c1cnn2c(C(F)(F)F)cc(-c3ccccc3)nc12,-9,1.0,-1%,-7%,-1%,0%,20%,18%

# Among those listed so far, 4 have four or more nitrogen atoms.
SMILES,PI5P4Ka inh,CCT modulator,WRN inhibitor,PLK1 PBD block,Mm-Cpn inhibitor,EPAC1 ag,EPAC1 antag,EPAC2 antag
Cc1cc[n+](-c2[nH]c(=O)sc2/C=N/N=C(\[O-])c2ccccc2)cc1,?,-2.2,?,-18%,-4%,4%,?,4%
C[C@@H]1CN([C@@H](C)CO)C(=O)CCCn2nncc2CO[C@@H]1CN(C)C(=O)c1ccncc1,2,-3.3,0%,-13%,nt,-7%,2%,13%
CCOC(=O)c1sc(NC(=O)CCCn2nc([N+](=O)[O-])c(Cl)c2C)c(C(=O)OCC)c1C,9,-3.5,-1%,-20%,0%,2%,-24%,-26%
O=c1[nH]c2cccnc2n1-c1cccc([N+](=O)[O-])c1,3,-1.2,0%,-1%,1%,3%,-13%,-3%

# New compounds follow:
SMILES,PI5P4Ka inh,CCT modulator,WRN inhibitor,PLK1 PBD block,Mm-Cpn inhibitor,EPAC1 ag,EPAC1 antag,EPAC2 antag
CC1C(c2ccccc2)N(C)C(c2ccccc2)CC1(O)c1ccccc1 (configuration not stated),nt,-1.9,-13%,-6%,-3%,?,-28%,-16%
O=C(NNC(=O)c1cccs1)Nc1cccc(Cl)c1,3,-0.1,-24%,-7%,0%,-1%,-17%,11%
Cc1ccc(-c2nc(NCc3cccnc3)c3ccccc3n2)cc1,15,-0.7,-14%,2%,-2%,7%,-18%,-13%
CCC(=O)Nc1ccc(C(=O)NNC(=O)c2cc([N+](=O)[O-])cc([N+](=O)[O-])c2)cc1,1,-3.3,3%,-10%,-3%,7%,4%,-3%
Cc1cc(C)c(CN2CCN(C(=O)Cn3cnc4c(OCc5ccccc5)ncnc43)CC2)c(C)c1,15,-1.0,-3%,-11%,1%,-8%,?,-24%
CCOc1ccc(CCNC(=O)CN2C(=O)NC3(CCc4ccccc43)C2=O)cc1OCC (configuration not stated),7,-3.6,-1%,-3%,0%,-2%,-7%,-1%
COc1cccc(-n2nc3c(=O)n(Cc4ccccc4Cl)nc(C)c3c2C)c1,-3,-0.5,-21%,-11%,1%,2%,0%,-2%
CCCn1c(SCC(=O)N2CCN(C(=O)c3ccco3)CC2)nc2ccccc2c1=O,-5,-7.7,5%,-18%,-2%,0%,4%,5%
COCC(=O)N1CCCC(C(=O)c2ccc(-c3ccccc3)cc2)C1 (configuration not stated),4,-0.6,6%,-10%,0%,6%,8%,-5%
O=C(NCCc1ccccc1)c1cnc2n(c1=O)CCS2,-4,-12,6%,-14%,1%,2%,-9%,-3%
COc1ccccc1-c1cc(C(=O)NCCc2ccccc2)no1,-3,-5.2,9%,27µM*,0%,-1%,-11%,-2%
Cc1cccc(NC2=C(NC(=O)c3ccccc3)C(=O)c3ccccc3C2=O)c1,-62*,-0.7,-18%,?,-1%,-29%,-12%,-10%
Cc1nn(S(=O)(=O)c2ccc([N+](=O)[O-])cc2)c(C)c1Sc1ccccc1,nt,0.8,8%,-6%,nt,1%,10%,9%
Oc1ccc(C2C=C(c3ccc(F)cc3)Nc3ncnn32)cc1 (configuration not stated),?,2.0,-6%,?,-1%,15%,-8%,0%
Cc1cn([C@H]2C[C@H](O)[C@@H](CNC(=O)[C@@H]3CCCN3Cc3ccccc3)O2)c(=O)[nH]c1=O,-3,0.0,9%,2%,nt,5%,9%,6%
COc1cccc(C(=O)Nc2ccc(NC(=O)c3ccco3)c(Cl)c2)c1,-1,-5.6,-13%,-10%,0%,2%,?,-8%
CCc1nc2ccccc2n1Cc1cc(=O)n2cc(C)ccc2n1,-2,1.1,9%[57.1 µM],-5%,-3%,-3%,-4%,8%
O=S(=O)(Nc1ccc2nc(-c3ccco3)[nH]c2c1)c1ccccc1,nt,-3.2,-10%,-7%,-1%,0%,11%,6%
CC(=O)Nc1ccc(OCC(O)Cn2nc(C)c(C)c2C)cc1 (configuration not stated),3,-2.3,3%,10%,1%,6%,-25%,-2%
CCC/C(O)=C1\C(=O)CCCC1=NCCc1c(C)[nH]c2ccccc12,-2,1.2,-7%,-2%,-1%,2%,-19%,-8%
COc1ccc(C(=O)NCc2ccc(C)cc2)cc1S(=O)(=O)N1CCOCC1,-6,-0.5,19%,-12%,nt,15%,5%,7%
COc1ccc(N(C)S(=O)(=O)c2c(C)[nH]c(=O)[nH]c2=O)c(OC)c1,-1,0.3,-2%,-1%,2%,4%,16%,10%
Cc1c(C(=O)N2CCCCCC2)c(S(=O)(=O)Nc2ccc(F)cc2)c(C)n1C,4,0.8,-6%,-3%,-2%,12%,-7%,1%
CCOC(=O)c1sc2c(c1C)C(c1cccs1)C1=C(CCCC1=O)N2 (configuration not stated),-3,-3.7,9%,0%,-4%,-2%,-3%,3%
Cc1ccccc1C1c2[nH]c3ccccc3c2CCN1CCCn1cccn1 (configuration not stated),7,-1.5,-11%,-10%,-3%,1%,-28%,4%
# Going on with the list:
SMILES,PI5P4Ka inh,CCT modulator,WRN inhibitor,PLK1 PBD block,Mm-Cpn inhibitor,EPAC1 ag,EPAC1 antag,EPAC2 antag
Cc1nnc(N/N=C/c2ccc([N+](=O)[O-])cc2)n1N,-8,-0.4,-2%[11.6 µM],0%,0%,7%,-8%,-1%
COc1cccc(NC(=O)C(=O)NCCCN2CCCC2=O)c1,-2,1.7,-9%,0%,0%,9%,-9%,3%
Cc1ccc(C(=O)NCc2ccc3c(c2)OCO3)c(C)c1,1,-5.0,6%,-7%,0%,2%,5%,0%
CCSc1nnc(-c2ccccc2NC(=O)CC)c(=O)[nH]1,-1,-1.4,-33%,-3%,2%,0%,-15%,5%
CCOc1ccccc1C(=O)N1CCCCC1C (configuration not stated),2,-0.5,-5%,-2%,1%,-3%,1%,4%
CC(=O)C[C@H](O)CC(=O)[C@@H]1OC(=O)CCCCCCc2ccccc21,3,-0.1,7%,5%,0%,0%,6%,-12%
CC(C)CNc1ncnc2c1cnn2Cc1ccc(Cl)cc1,-3,2.1,5%,-14%,1%,13%,-4%,-12%
CC(C)c1ccc(NC(=O)c2ccc(Br)o2)cc1,8,-1.0,-2%,-13%,-2%,-2%,5%,-3%
Cc1onc(-c2c(Cl)cccc2Cl)c1C(=O)Nc1nc(C(C)(C)C)cs1,5,1.8,-9%,0%,1%,9%,-29%,-6%
O=S(=O)(c1ccccc1)N1N=C(c2ccccc2)CC1c1ccccc1 (configuration not stated),-11,-3.4,5%,-9%,0%,15%,1%,-4%
CN(CC(=O)Nc1ccc(F)c(F)c1)S(=O)(=O)c1cccc2cccnc12,-2,-0.2,-3%,-5%,1%,9%,-9%,-2%
O=C(Cn1ncc2c3ccccc3n(Cc3ccccc3)c2c1=O)NC1CCCC1,-1,-2.8,-5%,5%,1%,-4%,-3%,4%
CC(=O)Nc1cccc(S(C)(=O)=O)c1,-3,-4.5,-1%,-26%,-1%,-7%,-15%,8%
O=C(Nc1ccccc1Cl)NC1(C(=O)N2CCCC2)CCCCC1,-4,0.6,-2%,4%,0%,1%,-10%,0%[57.1 µM]
CSc1nsc(SCC(=O)Nc2ccccc2)n1,-1,-0.4,2%,-19%,-11%,-2%,4%,1%
